Screening results as filed in PubChem BioAssay.
yeast bub3 = NCI yeast anticancer drug screen, S. cerevisiae bub3 mutant strain | actives 9.9% (n = 78,000) | AID 167, 2004 | % growth inhibition at 50 µM;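 note: 0% = growth of vehicle-only cultures of the same strain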
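Steps: expose the mutant yeast strain to compound; grow alongside vehicle-treated cultures; measure growth; express inhibition against the vehicle cultures.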
rad50 = NCI yeast anticancer drug screen, S. cerevisiae rad50 strain; % growth inhibition at 50 µM; actives 10% (n = 79,000);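 note: 0% = growth of vehicle-only cultures of the same strain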
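Yeast carrying a defined DNA repair defect were exposed to test compounds, and growth was compared with vehicle-treated controls to give percent inhibition.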
yeast mec2-1 = NCI yeast anticancer drug screen, S. cerevisiae mec2-1 strain; actives 9% (n = 79,000); % growth inhibition at 50 µM;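 note: 0% = growth of vehicle-only cultures of the same strain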
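Mutant yeast (mec2-1) grown with compound; growth inhibition relative to vehicle control reported.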
yeast cln2 rad14 = NCI yeast anticancer drug screen, S. cerevisiae cln2 rad14 strain; growth inhibition, % at 50 µM; actives 8.3% (n = 78,000);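 note: 0% = growth of vehicle-only cultures of the same strain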
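Readout is yeast growth inhibition versus vehicle-treated controls, using a strain with cln2 and rad14 alterations exposed to compound.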
yeast sgs1 mgt1 = NCI yeast anticancer drug screen, S. cerevisiae sgs1 mgt1 strain | AID 161, 2004 | % growth inhibition at 50 µM | actives 10% (n = 78,000);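 note: 0% = growth of vehicle-only cultures of the same strain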
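Compounds are added to genetically altered yeast, and growth is compared with cultures given vehicle alone to give percent inhibition.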
mlh1 rad18 = NCI yeast anticancer drug screen, S. cerevisiae mlh1 rad18 strain; growth inhibition, % at 50 µM; actives 11% (n = 79,000); AID 175, 2004;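 note: 0% = growth of vehicle-only cultures of the same strain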
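In this whole-cell yeast screen, a strain with altered DNA damage repair is challenged with compound, and its growth is measured against matched vehicle-treated controls.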
Numbers without * were called inactive; / = no result given; & = joins results of further samples; ! = not confirmed by another sample. Cut-off read from the data, not from the text of the source: active = growth inhibition above about 70%; inactive = the rest.

SMILES	yeast bub3	rad50	yeast mec2-1	yeast cln2 rad14	yeast sgs1 mgt1	mlh1 rad18
COc1ccccc1N1CCN(CCCNC(=O)c2cc(Cl)c(N)c(Cl)c2)CC1	-20.4	-36.1	-22.2	1.1	-3.7	0.5
COC(=O)Cc1cc(=O)c2ccccc2[nH]1	-5.5	2.5	4.7	-26.6	-5.2	5.9
CC(C)=CCNc1ncnc2c1c(C#N)cn2C1OC(CO)C(O)C1O (configuration not stated)	-17.5	-1.2	-23.7	15.7	-23.4	-6.0
O=C(CC(c1ccccc1)C1CCCC1=O)c1ccccc1 (configuration not stated)	6.1	11.1	1.6	-21.3	17.6	17.1
O=C(c1ccccc1)N1N=C(C(F)(F)F)CC1(O)C(F)(F)F (configuration not stated)	32.1	-22.6	12.6	-6.3	-17.4	-22.8
CCOC1c2cc(OC)c(OC)cc2-c2ccc3ccccc3c2N1C (configuration not stated)	-9.4	40.2	40.5	12.7	14.3	41.0
CC(=O)Nc1ccc2c(c1)/C(=C\c1ccc([N+](C)(C)C)cc1)c1ccccc1-2	-35.7	28.2	-39.4	-26.6	0.1	15.0
NC(N)=NC(N)=Nc1ccc(S(=O)(=O)O)cc1	-29.6	-4.7	-26.9	-22.7	-47.0	-11.8
O=[n+]1c2ccc(Cl)cc2n([O-])c2ccc(Cl)cc21	-7.5	-5.4	-1.0	-74.2	13.3	11.7
Cc1ccc(S(=O)(=O)C23C(N=NC2(C)C)C3(C)C)cc1 (configuration not stated)	-45.8	-4.7	-10.6	-39.9	1.2	8.4
COc1ccccc1NC(=O)/C(=C\N1CCNC1=S)C(C)=O	-42.5	-46.9	-53.4	-38.9	-41.8	-31.1
CCC(C(=O)O)c1ccccc1 (configuration not stated)	-1.9&-19.6	12.6&10.7	4.0&5.4	-29.8&-12.2	1.2&9.4	2.4&22.4
CCCCCC(=O)OC(CC)CCCC (configuration not stated)	-7.7	26.4	-21.2	15.7	-8.6	13.9
O=[N+]([O-])c1cc(I)c(O)c(/C=N/NS(=O)(=O)c2ccc(Cl)cc2)c1	72.0*	88.5*	75.1*	62.2	77.7*	91.8*
Cc1cc(=O)oc2c(C)c3occc(=O)c3cc12	78.0*	94.3*	67.2	43.8	74.4*	63.1
CCOC(=O)C(Br)CN1C(=O)c2ccccc2C1=O (configuration not stated)	42.0	5.5	-7.1	12.6	-5.3	13.6
CC(=C/c1ccccc1)/C=C1/NC(=S)N(/C=C2\C(=O)Oc3ccccc3C2=O)C1=O	98.5*	98.1*	98.7*	98.5*	89.1*	98.5*
CCCCCCCCCCCCCCCC1C(N)C(=O)N(C)N1C (configuration not stated)	89.5*	89.7*	91.2*	88.0*	91.7*	90.4*
CCCCCCCCCCCCCCCC(O)S(=O)(=O)O (configuration not stated)	-29.4	-27.2	-24.9	0.6	-10.1	-23.9
COC(=O)c1nc(N)[nH]c(=O)c1-c1ccc(Cl)cc1	-12.7	-9.5	-21.9	14.8	-10.9	-47.8
N=C(Oc1ccccc1)c1ccccc1	-13.1	-1.9	-22.3	-28.7	-12.6	6.5
O=C(O)c1ccc(N=Nc2ccccc2)cc1	-5.1	-4.4	14.9	0.3	20.9	2.8
COc1cc(O)c2c(c1)C(=O)C1=C(C2=O)[C@@H](C)OC(C)C1 (some centres not stated)	12.8	-4.3	10.2	11.1	19.9	19.8
NCC1OC(OC2C(N)CC(N)C(O)C2O)C(NC(=O)c2ccccc2)C(O)C1O (configuration not stated)	2.0	28.1	-2.4	-11.1	16.9	10.2
C=CCO/N=C/c1cc(NC(=S)c2ccoc2C)ccc1Cl	80.4*	83.9*	85.5*	84.3*	83.2*	76.7*

11 entries from above, ordered by length of the SMILES, rising:
SMILES	yeast bub3	rad50	yeast mec2-1	yeast cln2 rad14	yeast sgs1 mgt1	mlh1 rad18
CCC(C(=O)O)c1ccccc1 (configuration not stated)	-1.9&-19.6	12.6&10.7	4.0&5.4	-29.8&-12.2	1.2&9.4	2.4&22.4
N=C(Oc1ccccc1)c1ccccc1	-13.1	-1.9	-22.3	-28.7	-12.6	6.5
O=C(O)c1ccc(N=Nc2ccccc2)cc1	-5.1	-4.4	14.9	0.3	20.9	2.8
CCCCCCCCCCCCCCCC(O)S(=O)(=O)O (configuration not stated)	-29.4	-27.2	-24.9	0.6	-10.1	-23.9
CCCCCCCCCCCCCCCC1C(N)C(=O)N(C)N1C (configuration not stated)	89.5*	89.7*	91.2*	88.0*	91.7*	90.4*
CCOC1c2cc(OC)c(OC)cc2-c2ccc3ccccc3c2N1C (configuration not stated)	-9.4	40.2	40.5	12.7	14.3	41.0
Cc1ccc(S(=O)(=O)C23C(N=NC2(C)C)C3(C)C)cc1 (configuration not stated)	-45.8	-4.7	-10.6	-39.9	1.2	8.4
O=C(c1ccccc1)N1N=C(C(F)(F)F)CC1(O)C(F)(F)F (configuration not stated)	32.1	-22.6	12.6	-6.3	-17.4	-22.8
COc1ccccc1N1CCN(CCCNC(=O)c2cc(Cl)c(N)c(Cl)c2)CC1	-20.4	-36.1	-22.2	1.1	-3.7	0.5
CC(=O)Nc1ccc2c(c1)/C(=C\c1ccc([N+](C)(C)C)cc1)c1ccccc1-2	-35.7	28.2	-39.4	-26.6	0.1	15.0
CC(=C/c1ccccc1)/C=C1/NC(=S)N(/C=C2\C(=O)Oc3ccccc3C2=O)C1=O	98.5*	98.1*	98.7*	98.5*	89.1*	98.5*

Going on with the list.
SMILES	yeast bub3	rad50	yeast mec2-1	yeast cln2 rad14	yeast sgs1 mgt1	mlh1 rad18
CC(C)NC1(C(N)=O)CCN(Cc2ccccc2)CC1	-51.9	7.8	-17.2	-3.1	8.1	18.1
O=C1/C(=C/c2ccccc2)CCCC1CN1CCCCC1 (configuration not stated)	82.9*	72.3*	75.2*	75.4*	85.7*	74.7*
COC(=O)C1CSCN1 (configuration not stated)	-3.5	-23.9	-4.3	-61.4	-26.9	-12.8
Cc1cc(C(c2ccc(Nc3ccccc3)cc2)c2ccc(Nc3ccccc3)cc2)ccc1Nc1ccccc1	5.5	2.4	-4.7	-7.0	7.5	-19.1
O=C1c2ccccc2C(=O)N1CC[P+](c1ccccc1)(c1ccccc1)c1ccccc1	43.3&57.9	70.5*!	46.8&58.5	40.0&20.8	62.5&63.5	54.9&63.1
CCOC(=O)CCCSc1n[nH]c(=O)[nH]c1=O	-0.2	-0.8	-5.3	-1.2	-27.7	1.9
NNC(=O)CCCCO	41.9	57.3	42.0	20.7	45.3	45.9
CCO[Si](CCCN)(OCC)OCC	-22.1	-37.5	-58.2	0.9	-36.2	-33.8
C/C(CC(=O)Nc1ccc(C)c(C)c1)=N\NC(N)=S	0.1	-13.8	-6.1	18.2	1.4	-2.4
C=CCNC(=S)Nc1ccc(OC(=O)NC(C)(C)C)cc1	25.3	2.0	29.4	-16.8	26.4	0.1
COc1ccc([N+](=O)[O-])cc1NC(=O)Nc1ccc(S(N)(=O)=O)cc1	19.5	8.4	6.9	19.4	7.5	11.5
O=CN(Cc1cnccn1)Cc1cnccn1	7.0	-2.8	7.3	-33.1	-6.8	-14.2
O=C(O)C(Cc1ccncc1)(c1ccccc1)c1ccccc1	13.1	-13.4	20.4	-57.9	7.0	18.4
O=C(O)c1ccccc1-c1ccccc1	-15.3	-19.2	-36.1	4.3	-12.4	-1.9
N#C/C(=C\c1ccccc1)C(=O)Nc1ccccc1	-4.7	17.3	3.5	-4.2	-1.4	22.6
COC(=O)C1=C(C(=O)OC)C2C3CC4C(C13)C42	9.1	19.9	-0.5	19.1	10.3	38.4
CC1(C)C=[N+]([O-])C(C)(C)N1O	13.3	8.1	11.2	20.8	28.6	12.4
CC1OC(OC2C(O)C(OCCc3ccc(O)c(O)c3)OC(CO)C2OC(=O)/C=C/c2ccc(O)c(O)c2)C(O)C(O)C1O (configuration not stated)	-2.7	4.8	-9.8	8.2	-3.0	20.8
O=C1C[C@H](c2ccccc2)C2(C(=O)c3ccccc3C2=O)[C@@H](c2ccccc2)C1	-3.8	0.5	-10.8	-7.3	-32.6	4.5
C1CCc2c(-c3n[nH]c4c3CCCC4)n[nH]c2C1	10.3	-41.4	-16.8	-22.4	-4.8	0.3
Cc1cccc(CN(C)Cc2cccc(C)c2O)c1O	59.0	-1.1	2.1	-19.1	11.9	-17.4
COc1ccccc1N=Nc1c(O)n(-c2ccccc2)c(=S)n(-c2ccccc2)c1=O	-2.9	36.2	-4.5	-9.3	26.8	8.9
Cc1occ(Br)c(=O)c1O	-0.8	12.9	12.3	25.8	17.5	15.2
Cc1cc(C)c(O)c(C(C)(C)C)c1	66.8	92.3*	59.7	64.6	74.7*	89.7*
O=c1[nH]c2cc(Cl)c([N+](=O)[O-])cc2o1	-14.9	12.1	-0.5	-18.1	-0.5	16.7
The listing continues.
SMILES	yeast bub3	rad50	yeast mec2-1	yeast cln2 rad14	yeast sgs1 mgt1	mlh1 rad18
COc1cccc(NC(=O)CSc2nnc(-c3ccc(N=Cc4ccc(Cl)cc4)cc3)o2)c1	9.0	32.2	-2.6	-29.6	47.8	24.7
Nc1ccccc1SC1CC(=O)N(c2cccc3ccccc23)C1=O (configuration not stated)	/	-19.6	-7.6	/	/	-12.8
Nc1nc(SCc2ccc(Cl)cc2)c2n[nH]nc2n1	9.8	-2.0	-11.2	-36.1	0.7	4.2
CCCN(CCC)c1ccc(C(=O)Oc2c(C)cccc2OC)cc1	-13.7	-6.7	-25.4	-0.6	9.1	4.0
Cc1c2c(c(C)c3c1sc1ccccc13)CCN=C2	92.8*	55.5	49.9	94.9*	57.6	57.2
C[n+]1cccc(NC(=O)c2ccccc2)c1	10.8	0.1	4.3	-24.8	0.2	1.2
O=[N+]([O-])CC1(O)CCCCC1	-0.7	25.6	9.1	8.0	11.2	0.9
CCC(C)C(NC(=O)C1CCCN1C(=O)OCc1ccccc1)C(=O)O (configuration not stated)	-11.2	-15.2	-16.1	-3.0	0.3	-18.2
CN1CC2=C(NC(=S)NC2c2ccccc2)/C(=C/c2ccccc2)C1 (configuration not stated)	22.4	-14.5	-8.8	6.8	5.7	-13.2
CC(C)(C)CC(C)(C)c1ccc(OCCOc2ccc(C(=O)O)cc2N)cc1	27.1	16.6	-9.9	17.9	6.5	20.2
CC(=O)Oc1ccc(C2COc3cc(OC(C)=O)c(OC(C)=O)cc3C2)cc1 (configuration not stated)	49.6	21.2	31.6	9.4	43.0	37.5
Cc1nc2c(cnn2C)c(=O)n1C(C)C	-11.3	3.3	-0.3	-6.5	3.8	3.4
Cc1ccc(S(=O)(=O)N2CCN(S(=O)(=O)c3ccc(C)cc3)CCN(S(=O)(=O)c3ccc(C)cc3)Cc3cc(C#N)c(C#N)cc3CN(S(=O)(=O)c3ccc(C)cc3)CC2)cc1	-0.6	-9.5	-5.0	6.3	-11.7	-17.6
CCCCN(CCCC)CC(C(=O)Nc1ccc([N+](=O)[O-])cc1[N+](=O)[O-])/C(C)=N\NC(=O)c1ccncc1 (configuration not stated)	2.5	22.7	-3.6	-65.1	11.8	18.1
O=C(O)C(=Cc1ccc(-c2ccccc2)cc1)C(=O)O	71.8*	60.1	46.5	23.7	31.5	70.9*
CCOC(=O)CCC[Si](CC)(CC)CC	-15.0	13.9	12.3	-22.1	1.5	5.9
C/C(=N\NC(=O)c1ccncc1)c1cccc(Cl)c1	8.7	10.4	4.6	7.5	5.5	4.2
CCOC(=O)CC(CC(=O)OCC)(C(=O)OCC)C(=O)OCC	-17.3	-2.2	4.5	-57.2	8.6	-1.9
CCC(=O)N(C)[C@@H]1Oc2ccc(O)cc2[C@]1(C)c1cc(O)ccc1O	6.7	0.3	2.2	19.9	14.8	9.9
CN(NC(=O)OCc1ccccc1)C(=O)OCc1ccccc1	2.4	-5.3	-0.3	-36.9	4.3	-19.2
C[N+](C)(C)CC(=O)N/N=C/c1oc(-c2c(O)ccc3ccccc23)c(-c2c(O)ccc3ccccc23)c1[N+](=O)[O-]	84.4*	90.0*	90.6*	80.9*	90.2*	84.2*
CSc1ccc(C(N)=O)cn1	-22.1	-1.2	-12.2	-36.0	-7.0	1.1
CC#CC#C/C=C1/C=CC(=O)O1	13.5	27.4	33.5	-16.8	42.2	75.0*
Cc1ccc(C)n1N(c1ccccc1)c1ccccc1	21.6	-13.6	7.1	-36.4	2.6	9.1
Oc1cc(-[n+]2ccccc2)c(O)c2ccccc12	6.3	-11.2	3.5	37.8	-5.3	20.8
(listing goes on)
SMILES	yeast bub3	rad50	yeast mec2-1	yeast cln2 rad14	yeast sgs1 mgt1	mlh1 rad18
CC1(C)OC2OC(CI)C3OC(C)(C)OC3C2O1 (configuration not stated)	12.6	5.7	2.8	34.5	-1.8	-1.4
Cc1ccc(CN2CCOCC2)c(O)c1	-7.5	18.9	9.2	-0.1	-0.7	-11.4
N#CC1CCCCC(=O)N1 (configuration not stated)	-1.2	3.5	2.2	-3.6	-2.0	-1.6
COc1n[n+]([O-])c(OC)cc1[N+](=O)[O-]	17.6	51.7	33.6	15.0	33.9	76.7*
O=c1c2cc([N+](=O)[O-])ccc2[nH]n1Cc1ccccn1	-13.9	12.5	10.2	9.4	-19.6	3.8
C/C(=C\CC1=C(O)c2ccccc2C(=O)C1=O)C(=O)O	2.8	23.4	7.2	-2.1	15.8	25.0
